High-throughput results deposited in PubChem by National Center for Advancing Translational Sciences (NCATS).
Tb PFK inh = qHTS Assay to Find Inhibitors of T. brucei phosphofructokinase; AID 485367, 2010; T. brucei PFK, ADP-Glo luminescence; Potency, µM (doses to about 57.5 µM), for the others: at the top dose activity, negative = inhibition, hits mostly inhibitors; 330,000 tested, 0.17% active;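 also: potency is read from the fitted curve at half-maximal effect; 0% = uninhibited 1x PFK enzyme wells and -100% = no-enzyme wells; nearly all actives have a fitted effect of over 60% in size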
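Compounds were pin-transferred as a titration series up to 57 uM into substrate buffer (0.5 mM F6P, 0.1 mM ATP, pH 8.0), then 1.25 nM PFK was added and reactions ran 45 min before ADP-Glo detection.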
Mito fusion act = qHTS Assay for Small Molecule Inhibitors of Mitochondrial Division or Activators of Mitochondrial Fusion; Potency, µM (series often up to 46.1 µM), inactives show at the highest dose growth rescue (activation), usual class: activators; S. cerevisiae fusion-defective mutant growth rescue, CellTiterGlo 48 h; 320,000 tested, 0.23% active;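 also: potency is read from the fitted curve at half-maximal effect; % of control where 0% means no effect; nearly all actives have a fitted effect of over 45% in size; temperature-sensitive fusion mutants such as fzo1-1 at 37 °C on non-fermentable ethanol glycerol medium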
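S. cerevisiae fusion-defective temperature-sensitive mutants (e.g. fzo1-1, mgm1-5) grown 48 h at 37C in YPEG (ethanol/glycerol non-fermentable) medium with 23 nl compound per well; growth rescue read as CellTiterGlo luminescence.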
A-T KAP1 phos = qHTS Assay for Identifying a Potential Treatment of Ataxia-Telangiectasia; […] A-T fibroblasts, KAP-1 phosphorylation AlphaLISA; neocarzinostatin DNA damage 30 min before lysis; Potency, µM (doses to about 57.5 µM), without a hit: top-dose activation, most hits filed as activators; 320,000 tested, 0.19% active; also: potency is read from the fitted curve at half-maximal effect; % of control where 0% means no effect; nearly all actives have a fitted effect of over 45% in size
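ATM-like activity read as KAP-1 phosphorylation via AlphaLISA donor/acceptor antibody pairs after lysis and 6 hr at 25C. Cells were ATM-null patient fibroblasts ([…], hTERT), dosed 60 min, then exposed to the DSB inducer NCS for 30 min.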
Eya2 inh = qHTS Assay for Inhibitors of the Phosphatase Activity of Eya2; recombinant Eya2, OMFP fluorescence dephosphorylation (OMFP is methylfluorescein phosphate); Potency, µM (series often up to 76.9 µM), for inactives: top-dose activity, negative = inhibition, hits mostly inhibitors; 330,000 tested, 0.006% active; AID 488837, 2010; also: potency is read from the fitted curve at half-maximal effect; % is scaled to controls: 0 for no effect and ±100 for the full control effect
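Eya2 (0.2 uM) preincubated 10 min at ambient with compound, then OMFP substrate added at 50 uM; 10 min reaction in 50 mM HEPES pH 7.5, 50 mM NaCl, 5 uM MgCl2, 0.05% BSA, 1 mM DTT. Fluorescence read at Ex 485/Em 525 nm.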
BCR signal inh = qHTS Assay to Find Inhibitors of Chronic Active B-Cell Receptor Signaling. ABC-DLBCL IkBa-CBG/CBR reporter, luminescence ratio, 4 h. Potency, µM (doses to about 46.1 µM), for inactives: at the top dose ratio change, negative = lower green/red ratio, usual class: inhibitors. 340,000 tested, 0.05% active. AID 493014, 2011; active = well fitted inhibition curve with a large enough effect in the signal ratio, with a control signal flat, not every such curve was filed as active; inconclusive = small, poorly fitted or top-dose-only effect, or effect the other way, or a change in a side signal; the % refers to the signal ratio;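 also: potency is read from the fitted curve at half-maximal effect; plate controls were basal doxycycline-induced cells for no effect and cells given 10 µM MG132 for full effect; MG132 reads +100%, hits lower the ratio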
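Cell line TMD8 (human ABC DLBCL), stably expressing tet-inducible CBG68-IkBa fusion and CBR; IMDM/0.5% FBS; cpd up to 46 uM; dox induction, 4 h, 37C/5% CO2; dual luminescence; green/red ratio; MG132 control.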
S-ASM inh = Inhibitors of Secretory Acid Sphingomyelinase (S-ASM): qHTS; Sphingomyelin phosphodiesterase (Homo sapiens), P17405; placental ASM, HMU-PC fluorogenic substrate, 60 min; Potency, µM (highest dose often 57.5 µM), without a hit: at the highest dose activity change, negative = inhibition, usual class: inhibitors; 340,000 tested, 0.006% active; AID 504937, 2011; also: potency is read from the fitted curve at half-maximal effect
Target sequence (P17405 47-631 limits assumed): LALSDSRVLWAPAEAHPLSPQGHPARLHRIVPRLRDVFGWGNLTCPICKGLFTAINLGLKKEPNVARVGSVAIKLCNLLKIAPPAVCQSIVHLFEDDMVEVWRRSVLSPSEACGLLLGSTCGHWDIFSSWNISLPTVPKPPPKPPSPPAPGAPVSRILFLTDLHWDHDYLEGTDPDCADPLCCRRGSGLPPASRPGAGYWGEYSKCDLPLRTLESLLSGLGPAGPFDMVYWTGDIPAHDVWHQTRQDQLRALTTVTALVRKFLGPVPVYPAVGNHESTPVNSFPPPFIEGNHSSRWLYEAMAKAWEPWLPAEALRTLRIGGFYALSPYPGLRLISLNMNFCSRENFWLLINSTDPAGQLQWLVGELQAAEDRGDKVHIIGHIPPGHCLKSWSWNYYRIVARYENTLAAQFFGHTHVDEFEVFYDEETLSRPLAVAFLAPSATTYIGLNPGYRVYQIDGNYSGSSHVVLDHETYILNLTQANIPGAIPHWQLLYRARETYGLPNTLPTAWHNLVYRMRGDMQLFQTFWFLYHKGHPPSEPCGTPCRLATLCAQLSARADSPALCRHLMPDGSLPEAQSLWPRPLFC
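qHTS format. ASM enzyme prepared from human placenta hydrolyses the fluorogenic substrate HMU-PC0 (9 uM final) over 60 min at 37 °C after a 10 min compound preincubation.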
TSG101-PTAP inh = qHTS Assay for Iinhibitors of HIV-1 Budding by Blocking the Interaction of PTAP/TSG101 | Tumor susceptibility gene 101 protein (Homo sapiens), Q99816 | Fluorescence polarization, FITC-PTAP peptide / Tsg101 binding | Potency, µM (series often up to 115 µM), for the others: top-dose activity change, negative = inhibition, actives largely listed as inhibitors | 340,000 tested, under 10 active; active = well fitted inhibition curve with a large enough effect in the main read-out, with a control signal flat, not every such curve was filed as active; inconclusive = small, poorly fitted or top-dose-only effect, or effect the other way, or a change in a side signal; inactive = no such curve, though single readings can be large or run the other way; also: potency is read from the fitted curve at half-maximal effect; % of control where 0% means no effect
Target sequence (Q99816 whole entry, looked up): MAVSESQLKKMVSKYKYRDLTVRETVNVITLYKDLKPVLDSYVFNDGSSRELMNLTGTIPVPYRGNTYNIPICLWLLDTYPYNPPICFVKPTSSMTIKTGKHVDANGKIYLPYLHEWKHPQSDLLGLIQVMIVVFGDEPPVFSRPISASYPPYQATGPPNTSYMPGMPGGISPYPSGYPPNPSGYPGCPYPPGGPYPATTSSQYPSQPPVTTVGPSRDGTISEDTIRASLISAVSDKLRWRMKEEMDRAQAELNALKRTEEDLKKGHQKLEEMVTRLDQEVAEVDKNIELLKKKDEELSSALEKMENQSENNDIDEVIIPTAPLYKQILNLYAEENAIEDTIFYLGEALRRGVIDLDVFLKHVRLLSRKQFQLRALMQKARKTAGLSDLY
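Fluorescence anisotropy tracks displacement of a FITC-tagged PTAP peptide (50 nM) from the Tsg101 binding domain (10 uM), following a 20 min room-temperature incubation at pH 7.5.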
ELG1 DNA repair = qHTS screen for small molecules that inhibit ELG1-dependent DNA repair in human embryonic kidney (HEK293T) cells expressing luciferase-tagged ELG1; HEK293T ELG1-luciferase reporter, luminescence, 16 h; DNA damage induced by 5-fluorouridine; Potency, µM (highest dose often 46.1 µM), for the others: top-dose activity change, negative = inhibition, most hits filed as inhibitors; 330,000 tested, 2.3% active; AID 504467, 2011; also: potency is read from the fitted curve at half-maximal effect; % is scaled to controls: 0 for no effect and ±100 for the full control effect; nearly all actives have a fitted effect of over 55% in size
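Quantitative HTS, concentration-response format. 2,000 cells/well co-treated with 5-fluorouridine and compound, 16 hr in 5% CO2 at 37 °C; ONE-Glo luminescence read after 30 min.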
TCR activator = Activators of T cell receptors: qHTS campaign; 330,000 tested, under 10 active; Potency, µM (titrated, usually from 9.22 µM), for the others: at the top dose activation of IL-2 secretion, hits mostly activators; primary human leukocytes, anti-CD3, IL-2 HTRF, 48 h; also: % of control where 0% means no effect
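Human primary leukocytes + a-CD3 beads + cpd, 48 hr; IL-2 in supernatant by HTRF (ex 320nm / em 665nm). No co-stimulatory signal supplied.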
a7 integrin act = qHTS for Activators of Integrin-Mediated Alleviation for Muscular Dystrophy | alpha7betagal myoblasts, beta-gal FDG fluorescence, 48 h | Potency, µM (series often up to 38.3 µM), without a hit: at the top dose activation, most hits filed as activators | 350,000 tested, 0.064% active;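 also: potency is read from the fitted curve at half-maximal effect; 100% = response of the positive control SU9516; nearly all actives have a fitted effect of over 60% in size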
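alpha7betagal+/- myoblasts (passage 13, 250/well) treated 48 h at 37C with compounds at 1:260 dilution of DMSO stock. Lysed, then beta-galactosidase activity read as FDG fluorescence (ex 480/em 540) after 30 min, with pre-read for autofluorescence.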
TSHR antag = Antagonists of the Thyroid Stimulating Hormone Receptor: HTS campaign; Thyrotropin receptor (Homo sapiens), P16473; TSHR-expressing cells, TSH-stimulated cAMP HTRF, 2 h; active compounds read low; activity change, negative = inhibition, % at 11.5 µM; 330,000 tested, 0.2% active; AID 504810, 2011;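 active = activity change below a set negative limit, meaning inhibition stronger than a set level, cut at about -70% in these data; inconclusive = activity change between two set negative limits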; also: % is scaled to controls: 0 for no effect and ±100 for the full control effect
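Cell-based HTRF cAMP assay; TSHR cells + compound, TSH EC80 (4nM final), 2 h, 37 deg C. Lysis with anti-cAMP cryptate and cAMP-d2, 30 min RT, read 665/620 nm.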
Active calls of the source: *; ? = inconclusive; . = no result given; & = joins results of further samples; [ ] = another dose, or the depositor's remark. Unless noted, calls follow the shape of the dose curve; as a rule, active = well fitted curve in the direction sought with a large enough effect; inconclusive = small, poorly fitted or top-dose-only effect, or another doubt; inactive = no such curve, though single readings can be large; an effect the other way counts as inactive or inconclusive.

mol,TSHR antag,A-T KAP1 phos,Eya2 inh,a7 integrin act,BCR signal inh,S-ASM inh,ELG1 DNA repair,TCR activator,Mito fusion act,TSG101-PTAP inh,Tb PFK inh
CN1CCN(c2ccc(CNC(=O)c3ccco3)cc2)CC1,-3.7,3.1%,?,29.3%,6.4%,-4.5%,3.0%,-0.3%,-7.1%,-2.1%,-4.1%
Cc1sc(-c2ccncc2)nc1OC(=O)c1ccc(F)cc1F,-13.0,3.3%,-8.7%,-2.8%,-11.4%,2.9%,-2.8%,5.4%,-0.4%,-1.2%,0.7%
CCOc1cc(C(=O)Nc2ccc(S(=O)(=O)N3CCOCC3)cc2)cc(OCC)c1OCC,7.6,6.6%,6.6%,-36.3%,-0.3%,-0.5%,2.9%,-4.6%,0.2%,-2.3%,-2.1%
COc1ccc(NC(=O)c2cccnc2NCCc2ccccc2)cc1,0.8,-4.1%,-2.5%,1.7%,-4.0%,-9.4%,-17.6%,6.3%,8.8%,-3.0%,0.8%
CCN(CC)CC(=O)NC12CC3CC(CC(C3)C1)C2,4.0,-0.4%,7.6%,4.2%,0.8%,2.7%,-3.2%,-5.1%,-0.6%,0.1%,-5.1%
Nc1nc2n(n1)C(c1cccc(Br)c1)CC(c1ccccc1)N2 (stereo not drawn),6.0,-9.5%,1.8%,14.0%,3.8%,3.6%,27.4%,7.5%,-5.5%,-2.8%,1.0%
Cc1cc(C)n(-c2nc(SCCN(C)C)c3c4c(sc3n2)CCCC4)n1,-9.8,-1.0%,13.6%,-61.5%[inhibitor],2.8%,-9.0%,10.9%,1.3%,-1.7%,-0.3%,1.8%
COc1ccccc1NC(=S)N(CCCN1CCOCC1)Cc1cn(C)c2ccccc12,-1.7,6.9%,-2.9%,-0.2%,-8.7%,5.5%,-29.9%,-2.4%[46.1 µM],-5.7%,1.2%,-3.0%
CSc1cccc(NC(=S)Nc2ccc(F)cc2)c1,-4.5,7.7%,6.0%,-8.4%,?,2.0%,17.8%,12.5%,-11.3%,0.2%,-2.8%
CC(C)NC(=O)c1cccc(Br)c1,4.2,0.1%,4.3%,-7.9%,-0.1%,-0.8%,4.1%,3.3%,1.8%,-16.7%,-3.5%
Nc1nc2c(s1)CCc1c-2cnn1-c1ccccc1,19.7,-6.2%,1.1%,-3.1%,?,3.4%,?,-2.5%,21.0%,-1.8%,-0.6%
CCC(CO)Oc1cc(NCc2cccc(C)c2)c2ncn(C(C)C)c2c1 (stereo not drawn),39.6,5.2%,9.3%,-12.2%,0.5%,5.1%,?,-0.5%,.,-0.7%,1.6%
CC1CCN(C(=O)CSc2nnc(-c3ccccc3F)o2)CC1,9.3,4.3%,-26.2%,-6.7%,0.2%,-0.1%,?,4.5%,-2.2%,-0.9%,-6.5%
CC(=O)n1c(C=Nc2ccccc2)c(O)c2ccccc21,-8.2,-4.6%,2.2%,-18.3%,?,26.0%,?,-6.7%,-1.3%,-4.4%,-2.2%
COc1ccc(C(=O)Nc2cccc3c2CCCC3)cc1,2.4,4.4%,-9.5%,-40.1%,-3.5%,3.1%,15.0%,0.8%,-5.2%,0.7%,-3.6%
CC(C)c1ccc2c(c1)c(SC(C)(C)C)c(CC(C)(C)C(=O)O)n2Cc1ccc(Cl)cc1,-13.7&15.4&7.7,8.8%,-8.7%&-11.6%&-1.4%,.,?,?,-13.2%,-4.1%,-25.4%&-4.5%&-3.0%,?,-1.7%&0.6%
CCOC(=O)Cn1cnc2sc(C(=O)OC)c(C)c2c1=O,9.3,6.8%,-1.7%,25.8%,-10.2%,7.3%,11.2%,2.6%,-3.4%,-6.6%,3.6%
COc1cccc(OCC(=O)NNC(=O)C(=O)Nc2ccc(OC)cc2OC)c1,-18.7,-11.6%,3.7%,-32.9%,-9.5%,-6.9%,4.3%,5.0%,9.2%,-4.1%,4.1%
CCN(CC)C(=O)CC1(c2ccccc2OC)CCOC(C(C)C)C1 (stereo not drawn),-12.8,-1.3%,-21.3%,23.1%,-12.5%,0.7%,-3.1%,-3.3%,1.1%,-2.7%,4.5%
CN(CC(=O)OCC(=O)NCc1ccccc1)S(=O)(=O)c1ccc(Cl)cc1,-3.2,-10.9%,0.6%,16.8%,2.4%,4.4%,-15.3%,-4.7%[46.1 µM],-0.2%,-8.1%,4.0%
COc1cccc(NC(=O)CSc2nc(C)cs2)c1,-0.3,2.1%,3.0%,19.9%,?,0.0%,-1.8%,-0.5%,-1.5%,-3.5%,-2.1%
COCCn1c(SCC(=O)Nc2nnc(C)s2)nnc1-c1ccoc1C,-11.7,3.2%,4.6%,0.0%,-2.3%,22.0%,-0.5%,-2.6%,1.0%,-1.8%,2.6%
CC(=O)c1ccc(S(=O)(=O)N2CCN(C(=O)CSC(=S)N3CCCC3)CC2)cc1,-13.5,4.4%,-11.8%,-9.2%,4.1%,2.7%,?,-3.4%,-3.3%,-2.5%,-3.1%
CCOC(=O)N1CCN(S(=O)(=O)c2c(C(=O)N3CCCCC3)c(C)n(C)c2C)CC1,18.2,1.9%,4.6%,12.3%,-2.8%,-0.1%,28.9%,4.8%,-1.9%,-2.3%,1.2%
NC(=O)c1ccc(NC(=O)CCc2nc3sc4c(c3c(=O)[nH]2)CCCC4)cc1,-3.0,2.2%,4.9%,19.1%,0.1%,-0.1%,5.4%,1.4%,-11.8%,2.0%,-2.6%
COc1ccc(S(=O)(=O)N2CCN(C(=O)CNC(=O)c3ccc4c(c3)OCO4)CC2)cc1,-4.7,0.4%,-18.0%,-1.8%,0.8%,-3.8%,3.4%,-11.2%,0.0%,-4.1%,16.2%
CCCc1nc2c(C)cc(-c3nc4ccccc4n3C)cc2n1Cc1ccc(-c2ccccc2C(=O)O)cc1,-25.4,.,?,.,?,-4.8%,.,-4.5%,-0.1%,-2.5%,4.0%
O=c1c2cccc(Cl)c2nc2n1Cc1ccccc1-2,-5.2,4.0%,6.9%,?,11.8%,3.6%,?,2.4%,2.0%,-0.2%,?
Cc1ccccc1C(=O)Nc1cccc(C(=O)Nc2ccccc2C(=O)O)c1,-2.3,2.3%,2.7%,?,2.0%,7.7%,-18.3%,.,-0.1%,-4.3%,-2.6%
COc1cc(/C=C2\N=C(C)OC2=O)cc(OC)c1OC,-0.4,0.4%,0.1%,-27.1%,2.6%,2.0%,6.8%,2.8%,3.0%,0.8%,2.5%
CCSC1=N/C(=C\c2ccc3c(c2)OCO3)C(=O)S1,-11.2,.,4.7%,18.4%,?,-0.7%,-0.5%,3.7%[46.1 µM],6.5%,-1.8%,-2.0%
CSc1cccc(NC(=O)c2cc(S(=O)(=O)N3CCCC3)cn2C)c1,42.6,18.9%,8.8%,-8.2%,1.8%,-4.8%,?,-4.9%,-3.3%,0.4%,0.1%
O=C(c1ccc2c(=O)n(CC3CCCO3)c(=S)[nH]c2c1)N1CCN(c2ccccc2)CC1 (stereo not drawn),-11.8,3.5%,-9.4%,-21.3%,-0.5%,-7.6%,-27.6%,1.7%,-6.4%,1.5%,1.4%
